Screening results as filed in PubChem.
hK5 inh = inhibitors of human kallikrein 5. Q9Y337. recombinant hK5, fluorogenic AMC substrate cleavage. inhibition, % at 5 µM. hit rate 0.59% among 210,000. AID 873;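 active means inhibition of 40% or more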;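 further: 0% = enzyme controls without compound and 100% = no-enzyme blanks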
Target sequence (Q9Y337 67-293 limits assumed): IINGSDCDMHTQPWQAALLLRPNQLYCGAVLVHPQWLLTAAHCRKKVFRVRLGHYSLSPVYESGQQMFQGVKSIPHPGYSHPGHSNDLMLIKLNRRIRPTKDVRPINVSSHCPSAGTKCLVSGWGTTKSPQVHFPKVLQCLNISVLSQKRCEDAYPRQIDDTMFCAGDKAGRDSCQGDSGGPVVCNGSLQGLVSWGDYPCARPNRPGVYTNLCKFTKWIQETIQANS
Cl transport mod = modulates chloride dependent transport by human KCC2; KCC2 cells, thallium flux FluoZin-2 fluorescence; B-score of Tl+ flux slope (higher = more flux/activation; lower = inhibition) at 10 µM; hit rate 2.2% among 190,000; AID 1456;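 active means thallium flux slope and its plate-corrected score both differing from the plate sample mean at a set confidence after two filtering rounds, in either direction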;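 further: slope of fluorescence scaled to starting intensity during 10 to 20 s after thallium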
NCF1 inh = inhibitors of human p47phox binding | p47phox/p22phox peptide binding, fluorescence polarization, 2 h | P14598 | hit rate 0.53% among 220,000 | inhibition, % at 24.7 µM;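 further: 0% = p47phox with labelled peptide and 100% = labelled peptide alone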
eIF4E-4G inh = eIF4E/eIF4G interaction inhibition in translation initiation; inhibition, % at 21.7 µM; P63073+Q04637; hit rate 0.37% among 220,000; TR-FRET eIF4E-eIF4GI(517-606) binding, 2 h;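 further: 0% = full FRET control wells and 100% = background wells lacking eIF4GI fragment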
thrombin 1536 = blocks human thrombin protease activity. hit rate 0.26% among 220,000. inhibition, % at 5 µM. alpha-thrombin, Boc-VPR-AMC fluorogenic substrate cleavage. AID 1046. P00734;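 active means inhibition at or above 40%; inactive means inhibition below 40%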;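 further: 0% = enzyme with no compound and 100% = wells without enzyme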
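Test system: human alpha-thrombin; medium: pH 7.5 Tris-saline with Tween 20; times: reaction at room temperature; signal: AMC fluorescence at 355 nm excitation and 460 nm emission; also added: Boc-VPR-AMC substrate, 15 µM final; dosing: one concentration per compound, 5 µM, with 0.2% DMSO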
Rad51 HR inh = Rad51 (human) homologous recombination inhibition; hit rate 0.085% among 200,000; Q06609; hRad51 DNA strand exchange, fluorescence dequenching; AID 1385; inhibition, % at 10 µM;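 active means inhibition above 40% at the single screening dose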;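 further: 0% = DMSO control wells and 100% = blanks with heterologous ssDNA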
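System: hRad51 filaments on single-stranded DNA; reagent: Fluorescein- and BHQ1-tagged 47-mer duplex; compound dosing: one concentration, 10 µM final; timing: filaments 15 min 37 °C, then compound 30 min; measured by: fluorescein emission 520 nm, excitation 485 nm; benchmarks: per-plate controls and blanks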
Furin inhibitor = blocks human furin protease activity | purified furin, fluorogenic substrate cleavage | inhibition, % at 30 µM | hit rate 0.061% among 220,000; in the data active means inhibition above about 25%; further: inactives centre near -15
Target sequence (P09958 108-714 limits assumed): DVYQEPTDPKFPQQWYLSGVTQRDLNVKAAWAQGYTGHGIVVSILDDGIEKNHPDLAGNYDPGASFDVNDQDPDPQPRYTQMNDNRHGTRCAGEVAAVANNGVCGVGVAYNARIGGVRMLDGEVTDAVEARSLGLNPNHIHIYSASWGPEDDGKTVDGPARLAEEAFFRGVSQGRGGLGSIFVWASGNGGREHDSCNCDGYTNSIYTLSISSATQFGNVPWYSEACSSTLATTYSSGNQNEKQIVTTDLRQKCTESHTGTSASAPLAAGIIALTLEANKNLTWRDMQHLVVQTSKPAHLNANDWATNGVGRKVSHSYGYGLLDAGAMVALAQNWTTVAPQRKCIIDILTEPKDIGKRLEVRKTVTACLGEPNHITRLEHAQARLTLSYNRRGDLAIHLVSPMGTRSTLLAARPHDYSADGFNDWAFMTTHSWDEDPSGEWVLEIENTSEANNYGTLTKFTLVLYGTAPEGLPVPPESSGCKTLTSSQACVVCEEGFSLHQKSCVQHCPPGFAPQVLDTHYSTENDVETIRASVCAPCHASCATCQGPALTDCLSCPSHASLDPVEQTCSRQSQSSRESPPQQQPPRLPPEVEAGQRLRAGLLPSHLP
14-3-3 Bad inh = disrupts binding of bovine 14-3-3 zeta to phospho-Bad peptide | inhibition, % at 21.7 µM | hit rate 0.71% among 220,000 | TR-FRET 14-3-3zeta/Dy647-pBad peptide displacement, 1 h | P63103;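 active means inhibition above about 70%, limit read from the data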;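 further: 0% = full 14-3-3 plus peptide FRET controls and 100% = background without 14-3-3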
Target sequence (P63103 whole entry, looked up): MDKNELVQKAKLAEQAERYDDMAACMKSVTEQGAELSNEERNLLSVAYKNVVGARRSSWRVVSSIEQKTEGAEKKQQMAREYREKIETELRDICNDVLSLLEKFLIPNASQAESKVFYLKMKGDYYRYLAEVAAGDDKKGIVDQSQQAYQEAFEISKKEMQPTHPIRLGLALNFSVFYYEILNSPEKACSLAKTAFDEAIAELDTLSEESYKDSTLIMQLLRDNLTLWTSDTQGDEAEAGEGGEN
EBV gp42 block = blocks Epstein-Barr virus glycoprotein 42 binding; hit rate 0.42% among 220,000; Q1HVG2; Fluorescence polarization binding assay, mP read-out; inhibition, % (tested at 21.74 µM); in the data active means inhibition above about 50%
An asterisk follows results filed as active; [ ] = remark or other dose.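 How the source made its calls, unless noted: active means inhibition above about 30% (limit read from the data); inactive means the rest.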

`CCOc1ccc(CC(=O)NNC(=S)NC2CCCCC2)cc1OCC` gave hK5 inh -45, Cl transport mod -1.3, NCF1 inh -14, eIF4E-4G inh -1, thrombin 1536 0, Rad51 HR inh -2, Furin inhibitor -16[20 µM], 14-3-3 Bad inh -1 and EBV gp42 block -15.
For O=C(NC1CC2CCCC(C1)N2S(=O)(=O)c1ccccc1)c1ccco1 (stereo unspecified) the results were hK5 inh -8, Cl transport mod -0.12, NCF1 inh 2, eIF4E-4G inh 0, thrombin 1536 6, Rad51 HR inh 4, Furin inhibitor -3[20 µM], 14-3-3 Bad inh 0 and EBV gp42 block -15.
For O=C(c1cc(-c2ccc(Cl)c(Cl)c2)on1)N1CCCC1 the results were hK5 inh -6, Cl transport mod 0.65, NCF1 inh -21, eIF4E-4G inh -3[fluorescence artefact?], thrombin 1536 -4, Rad51 HR inh -4, Furin inhibitor -20, 14-3-3 Bad inh 11 and EBV gp42 block -25.
For Cc1ccc(/C=N/n2c(C)nnc2C)s1 the results were hK5 inh -2, NCF1 inh -1, eIF4E-4G inh 11[fluorescence artefact?], thrombin 1536 -9, Rad51 HR inh 3, Furin inhibitor -23, 14-3-3 Bad inh 12[fluorescence artefact?] and EBV gp42 block 15.
C=CCNC(=O)COc1ccccc1C#N was read as hK5 inh 29, Cl transport mod -0.89, NCF1 inh 0, eIF4E-4G inh 0, thrombin 1536 19, Rad51 HR inh -11, Furin inhibitor -14, 14-3-3 Bad inh -2 and EBV gp42 block 5.
Screening O=C(COc1ccc([N+](=O)[O-])cc1)Nc1ccncc1 returned hK5 inh 3, Cl transport mod 0.22, NCF1 inh -6, eIF4E-4G inh 7, thrombin 1536 3, Rad51 HR inh 4, Furin inhibitor -10, 14-3-3 Bad inh 9 and EBV gp42 block -2.
CCOc1ccc(N(CC(=O)Nc2ccc3c(c2)OCCO3)S(=O)(=O)c2c(C)noc2C)cc1 was read as hK5 inh 30, NCF1 inh -6, eIF4E-4G inh 2, thrombin 1536 21, Rad51 HR inh -6, Furin inhibitor -33, 14-3-3 Bad inh -8 and EBV gp42 block 4.
Screening CCCNC(=O)c1cc(S(=O)(=O)N2CCc3ccccc32)ccc1F returned hK5 inh 0, Cl transport mod 1.1, NCF1 inh -1, eIF4E-4G inh 4, thrombin 1536 -6, Rad51 HR inh -4, Furin inhibitor 5[20 µM], 14-3-3 Bad inh 11 and EBV gp42 block -10.
For CCC(c1nnnn1CS(=O)(=O)c1ccc(C)cc1)N1CCN(c2nc3ccccc3s2)CC1 (stereo unspecified) the results were hK5 inh 4, Cl transport mod -1.7, NCF1 inh -2, eIF4E-4G inh 1, thrombin 1536 -2, Rad51 HR inh -1, Furin inhibitor -12, 14-3-3 Bad inh 5 and EBV gp42 block 5.
Screening Cc1[nH]n(-c2ccccc2)c(=O)c1-c1cccc(Cl)c1 returned hK5 inh -5, NCF1 inh 15, eIF4E-4G inh -2, thrombin 1536 4, Rad51 HR inh 7, Furin inhibitor -8[20 µM], 14-3-3 Bad inh 27 and EBV gp42 block -22.
Screening Cc1cccc(Oc2nc(CN3CCOCC3)nc3sc4c(c23)CCCC4)c1 returned hK5 inh -19, Cl transport mod -0.74, NCF1 inh -9, eIF4E-4G inh 3[fluorescence artefact?], thrombin 1536 -5, Rad51 HR inh -4, Furin inhibitor -8, 14-3-3 Bad inh -29 and EBV gp42 block -5.
`O=C(N/N=C/c1cccc2ccccc12)c1n[nH]c2c1CCCC2` gave hK5 inh -5, Cl transport mod -0.11, NCF1 inh -2, eIF4E-4G inh 0, thrombin 1536 14, Rad51 HR inh 6, Furin inhibitor -35, 14-3-3 Bad inh -5 and EBV gp42 block -22.
For Cc1ccc(NC(=O)Nc2ccc(C(=O)N3CCOCC3)cc2)cc1 the results were hK5 inh 8, NCF1 inh -2, eIF4E-4G inh 0, thrombin 1536 -1, Rad51 HR inh 3, Furin inhibitor -18[20 µM], 14-3-3 Bad inh 2 and EBV gp42 block -13.
For Cc1cc(N2C(=O)CC(N3CCN(C(c4ccccc4)c4ccccc4)CC3)C2=O)no1 (stereo unspecified) the results were hK5 inh -3, Cl transport mod -0.028, NCF1 inh -17, eIF4E-4G inh -2, thrombin 1536 2, Rad51 HR inh 0, Furin inhibitor -28[20 µM], 14-3-3 Bad inh 18 and EBV gp42 block -17.
COCCN(Cc1cc2cc3c(cc2[nH]c1=O)OCO3)C(=O)c1cccs1 was read as hK5 inh 6, NCF1 inh -6, eIF4E-4G inh -4, thrombin 1536 1, Rad51 HR inh 6, Furin inhibitor -22, 14-3-3 Bad inh 9 and EBV gp42 block -2.
CCC1Oc2ccc(C)cc2N(CC(=O)NCc2ccco2)C1=O (stereo unspecified) was read as hK5 inh 7, Cl transport mod -0.46, NCF1 inh -4, eIF4E-4G inh 2, thrombin 1536 -2, Rad51 HR inh 6, Furin inhibitor -25, 14-3-3 Bad inh 2 and EBV gp42 block -18.
O=C(Nc1ccccn1)c1ccc2c(c1)S(=O)(=O)c1ccccc1C2=O was read as hK5 inh -11, Cl transport mod 0.51, NCF1 inh 0, eIF4E-4G inh 4, thrombin 1536 -10, Rad51 HR inh 3, Furin inhibitor -15, 14-3-3 Bad inh -4[fluorescence artefact?] and EBV gp42 block 7.
Screening NC(=O)CN1CCOCCOCCN(CC(N)=O)CCOCCOCC1 returned hK5 inh -7, Cl transport mod -0.6, NCF1 inh -11, eIF4E-4G inh 1, thrombin 1536 2, Rad51 HR inh -1, Furin inhibitor -11[20 µM], 14-3-3 Bad inh 0[fluorescence artefact?] and EBV gp42 block -20.
`O=C(Cc1ccccc1)NS(=O)(=O)c1ccc(N=NN2CCOCC2)cc1` gave hK5 inh -2, NCF1 inh -5, eIF4E-4G inh -3, thrombin 1536 -8, Rad51 HR inh 23, Furin inhibitor -11, 14-3-3 Bad inh -2 and EBV gp42 block -1.
CCOC(=O)/C(C#N)=C1/C=Cc2ccccc2N1CC was read as hK5 inh 0, Cl transport mod -0.063, NCF1 inh 11, eIF4E-4G inh 0, thrombin 1536 4, Rad51 HR inh 11, Furin inhibitor -2, 14-3-3 Bad inh 2 and EBV gp42 block -5.
`NC(=O)C1CCN(c2ccc(S(=O)(=O)N3CCCCC3)cn2)CC1` gave hK5 inh -3, Cl transport mod 0.017, NCF1 inh -5, eIF4E-4G inh 1, thrombin 1536 -2, Rad51 HR inh 4, Furin inhibitor -9, 14-3-3 Bad inh -5 and EBV gp42 block 0.
CC1CCCN(C(=O)C2CCN(S(=O)(=O)c3cccc4cccnc34)CC2)C1 (stereo unspecified) was read as hK5 inh -2, Cl transport mod 0.24, NCF1 inh -10, eIF4E-4G inh -1, thrombin 1536 -3, Rad51 HR inh 1, Furin inhibitor -17, 14-3-3 Bad inh 4 and EBV gp42 block 6.
`CCN(CC)C(=O)C(=O)c1cc(C)n(-c2ccc(F)cc2)c1C` gave hK5 inh -4, Cl transport mod 0.15, NCF1 inh -9, eIF4E-4G inh 3, thrombin 1536 -4, Rad51 HR inh 3, Furin inhibitor -23, 14-3-3 Bad inh -12 and EBV gp42 block -10.
`CCOC(=O)N1CCC(NC(=O)C(CC(C)C)NC(=O)C2CCCCC2)CC1` (stereo unspecified) gave hK5 inh -13, Cl transport mod -0.047, NCF1 inh -11, eIF4E-4G inh 0, thrombin 1536 0, Rad51 HR inh 5, Furin inhibitor -7, 14-3-3 Bad inh 1 and EBV gp42 block -9.
Screening O=C(OCc1ccc2c(c1)OCO2)c1cccc(S(=O)(=O)N2CCCCC2)c1 returned hK5 inh -14, Cl transport mod -0.0064, NCF1 inh -26, eIF4E-4G inh 0, thrombin 1536 2, Rad51 HR inh -4, Furin inhibitor -7[20 µM], 14-3-3 Bad inh 4 and EBV gp42 block 8.
Screening Cc1ccc(S(=O)(=O)NC2c3cccc4cccc(c34)C2Sc2n[nH]c(N)n2)cc1 (stereo unspecified) returned hK5 inh -1, Cl transport mod 0.29, NCF1 inh -39, eIF4E-4G inh 3, thrombin 1536 -5, Rad51 HR inh -7, Furin inhibitor -8, 14-3-3 Bad inh 4 and EBV gp42 block 5.
Screening COc1ccc(CCN2C(=O)CC(N3CCN(c4ccccn4)CC3)C2=O)cc1OC (stereo unspecified) returned hK5 inh 5, Cl transport mod -1.7, NCF1 inh -12, eIF4E-4G inh -3, thrombin 1536 -18, Rad51 HR inh 7, Furin inhibitor -15[20 µM], 14-3-3 Bad inh 1 and EBV gp42 block -24.
Screening CC(Sc1nncn1C)C(=O)Nc1cc(C(F)(F)F)ccc1N1CCOCC1 (stereo unspecified) returned hK5 inh -5, Cl transport mod -0.24, NCF1 inh -5, eIF4E-4G inh 0, thrombin 1536 -23, Rad51 HR inh -1, Furin inhibitor -26, 14-3-3 Bad inh -13 and EBV gp42 block 0.
`COc1ccc(C(=O)N=c2sc3c(C)ccc(OC)c3n2C)cc1` gave hK5 inh -7, Cl transport mod 0.39, NCF1 inh -19, eIF4E-4G inh -3[fluorescence artefact?], thrombin 1536 -4, Rad51 HR inh 4, Furin inhibitor -31, 14-3-3 Bad inh 2[fluorescence artefact?] and EBV gp42 block -18.
CC1NC(C)(C)Cc2c1ccc1ccccc21 (stereo unspecified) was read as hK5 inh -4, Cl transport mod 2.2, NCF1 inh -2, eIF4E-4G inh 2, thrombin 1536 -13, Rad51 HR inh -2, Furin inhibitor -23, 14-3-3 Bad inh 3 and EBV gp42 block -10.
`COc1ccc(C(=O)Nc2ccc(C(F)(F)F)n(C)c2=O)cc1` gave hK5 inh -2, Cl transport mod -0.36, NCF1 inh -2, eIF4E-4G inh 1, thrombin 1536 -8, Rad51 HR inh -6, Furin inhibitor -12, 14-3-3 Bad inh 2 and EBV gp42 block -9.
CCOc1ccc(C(=O)Nc2cc(C)c3c(=O)oc4ccccc4c3n2)cc1 was read as hK5 inh -7, Cl transport mod -0.09, NCF1 inh -106, eIF4E-4G inh 2[fluorescence artefact?], thrombin 1536 -12, Rad51 HR inh -1, Furin inhibitor -15, 14-3-3 Bad inh 12[fluorescence artefact?] and EBV gp42 block -46.
O=C(/C=N/O)Nc1ccc(F)cc1 was read as hK5 inh 0, NCF1 inh -13, eIF4E-4G inh 53*, thrombin 1536 1, Rad51 HR inh -4, Furin inhibitor -43, 14-3-3 Bad inh 17 and EBV gp42 block -12.
Screening c1cn(C23CC4CC(CC(C4)C2)C3)cn1 returned hK5 inh 3, Cl transport mod -0.41, NCF1 inh -5, eIF4E-4G inh 2[fluorescence artefact?], thrombin 1536 -7, Rad51 HR inh -4, Furin inhibitor -3[20 µM], 14-3-3 Bad inh 3[fluorescence artefact?] and EBV gp42 block -19.
O=C(C[n+]1cc(-c2ccccc2)n2c1CCC2)Nc1nc(-c2ccccc2)cs1 was read as hK5 inh 42*, Cl transport mod -1.2, NCF1 inh -32, eIF4E-4G inh -4, thrombin 1536 18, Rad51 HR inh -5, Furin inhibitor -24, 14-3-3 Bad inh 14 and EBV gp42 block -2.
`Cc1ccc2c(c1)N(Cc1cccc(Cl)c1)C(=O)c1cccnc1O2` gave hK5 inh -6, Cl transport mod -1.1, NCF1 inh -8, eIF4E-4G inh 4, thrombin 1536 0, Furin inhibitor -11, 14-3-3 Bad inh -9 and EBV gp42 block 2.
For NC(=S)NC1CC2C=CC1C2 (stereo unspecified) the results were hK5 inh -2, NCF1 inh -6, eIF4E-4G inh 0, thrombin 1536 -5, Rad51 HR inh 13, Furin inhibitor -18, 14-3-3 Bad inh -5 and EBV gp42 block -11.
